# S-ASM inh = blocks human secretory acid sphingomyelinase | placental ASM, HMU-PC fluorogenic substrate, 60 min | Potency, µM (series often up to 57.5 µM), for the others: top-dose activity change, negative = inhibition, hits mostly inhibitors | hit rate 0.006% among 340,000 | AID 504937; note: potency is the fitted concentration of half-maximal effect
# Target sequence (P17405 47-631 limits assumed): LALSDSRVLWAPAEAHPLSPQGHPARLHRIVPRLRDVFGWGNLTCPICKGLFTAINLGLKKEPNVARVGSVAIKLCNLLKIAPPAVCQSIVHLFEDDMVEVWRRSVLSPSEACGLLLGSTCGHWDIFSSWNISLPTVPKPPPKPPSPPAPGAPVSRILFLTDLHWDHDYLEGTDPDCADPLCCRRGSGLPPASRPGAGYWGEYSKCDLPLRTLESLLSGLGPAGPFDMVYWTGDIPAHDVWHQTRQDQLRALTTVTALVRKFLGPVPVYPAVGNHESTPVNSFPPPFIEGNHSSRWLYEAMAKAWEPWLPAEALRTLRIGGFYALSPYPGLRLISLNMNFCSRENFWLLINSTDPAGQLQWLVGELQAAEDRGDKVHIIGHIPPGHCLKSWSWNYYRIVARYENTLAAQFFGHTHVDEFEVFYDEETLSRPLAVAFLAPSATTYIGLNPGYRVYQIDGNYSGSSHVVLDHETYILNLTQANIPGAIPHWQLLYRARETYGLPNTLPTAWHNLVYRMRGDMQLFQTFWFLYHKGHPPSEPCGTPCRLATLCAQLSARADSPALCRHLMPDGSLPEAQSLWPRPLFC
#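 Steps: dispense placental human ASM, pin compound, wait 10 min at room temperature, add HMU-PC0 substrate at 9 uM final, incubate 60 min at 37 °C, add stop solution raising pH to 10, read fluorescence.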
# p53 reactivation = restores transcriptional activity of mutant p53 | H1299 p53-A138V BP100-luciferase reporter, luminescence, 24 h | hit rate 0.063% among 320,000 | Potency, µM (top dose mostly 92.2 µM), for inactives: at the highest dose activity change, positive = activation, usual class: activators; note: potency is the fitted concentration of half-maximal effect; % of control where 0% means no effect; nearly all actives have a fitted effect of over 45% in size
#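 p53-null H1299 cells stably carrying temperature-sensitive p53-A138V and a BP100-luciferase reporter were pinned with compounds (4-point, 1:5 series) and held 24 hrs at 37 deg C. Luminescence was read 10 min after detection reagent.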
# TRPV1 ag = agonists of human vanilloid receptor 1 (TRPV1); TRPV1-expressing cells, Fluo-8 calcium influx, agonist mode; hit rate 0.19% among 320,000; activation, % at 8.33 µM; Q8NER1; AID 540275; in the data active = activation above about 80%; inconclusive = between about 30% and that limit; note: 0% is about no effect
#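 TRPV1-expressing cells were cultured overnight at 35.5C and loaded with Fluo-8 calcium dye for 40 to 90 min at room temperature. After a 10 s baseline, compound was added and calcium influx was read kinetically for 3 min (ex 480/em 520 nm).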
# B2AR arrestin = beta2AR (human) beta-arrestin recruitment activity; hit rate 0.02% among 330,000; beta-arrestin recruitment to beta2AR, cell-based reporter; Potency, µM (doses to about 46.1 µM), for inactives: top-dose activation, most hits filed as activators; P07550;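 note: potency is the fitted concentration of half-maximal effect; 0% = DMSO controls and full agonism = EC100 isoproterenol or metaproterenol; nearly all actives have a fitted effect of over 65% in size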
# Target sequence (P07550 whole entry, looked up): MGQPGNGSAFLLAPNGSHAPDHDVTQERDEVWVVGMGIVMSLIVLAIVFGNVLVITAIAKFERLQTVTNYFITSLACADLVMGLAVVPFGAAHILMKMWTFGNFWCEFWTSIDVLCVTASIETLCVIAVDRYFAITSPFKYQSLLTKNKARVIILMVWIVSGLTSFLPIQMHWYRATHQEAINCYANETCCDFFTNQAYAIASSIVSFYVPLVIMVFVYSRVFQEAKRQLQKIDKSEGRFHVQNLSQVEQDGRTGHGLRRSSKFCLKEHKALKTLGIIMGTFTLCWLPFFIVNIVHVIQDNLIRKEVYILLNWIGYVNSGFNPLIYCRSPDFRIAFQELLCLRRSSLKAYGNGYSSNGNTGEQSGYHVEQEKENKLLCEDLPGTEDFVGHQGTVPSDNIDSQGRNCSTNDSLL
# ELG1 genotoxic = induces genotoxicity in HEK293T cells with luciferase-tagged ELG1; hit rate 1.3% among 330,000; Potency, µM (highest dose often 46 µM), inactives show at the top dose activity change, positive = activation, most hits filed as activators; HEK293T ELG1-luciferase reporter, luminescence, 16 h; note: potency is the fitted concentration of half-maximal effect; % of control where 0% means no effect; nearly all actives have a fitted effect of over 60% in size
#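 Luminescence read-out: rising ELG1-luciferase signal, reflecting elevated ELG1 protein under genetic stress, flags genotoxic compounds. Cells were treated for 16 hr at 37 °C before ONE-Glo detection.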
# BRCA1 expr up = BRCA1 expression activation. MCF7-BRCA1-FFLuc reporter, luminescence, 48 h; response scale: scaled: vehicle 0%, 10 µM genistein 100%. Potency, µM (doses to about 46.1 µM), for inactives: at the highest dose activation, most hits filed as activators. hit rate 1.1% among 380,000. AID 624202; note: potency is the fitted concentration of half-maximal effect; nearly all actives have a fitted effect of over 80% in size; some results filed as inactive show a strong effect at the top dose
#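 Activators of BRCA1 expression were detected as increased firefly luciferase luminescence in engineered MCF7 cells after 48 h compound incubation. Signals were scaled to genistein 10 microM as full activation.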
# a7 integrin act = activators of alpha7 integrin expression for muscular dystrophy; alpha7betagal myoblasts, beta-gal FDG fluorescence, 48 h; hit rate 0.064% among 350,000; Potency, µM (doses to about 38.3 µM), without a hit: at the top dose activation, most hits filed as activators;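 note: potency is the fitted concentration of half-maximal effect; 100% = response of the positive control SU9516; nearly all actives have a fitted effect of over 60% in size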
#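 alpha7betagal+/- myoblasts (passage 13, 250/well) treated 48 h at 37C with compounds at 1:260 dilution of DMSO stock. Lysed, then beta-galactosidase activity read as FDG fluorescence (ex 480/em 540) after 30 min, with pre-read for autofluorescence.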
# PTAP TSG101 blk = blocks PTAP/TSG101 interaction to inhibit HIV-1 budding; Q99816; Fluorescence polarization, FITC-PTAP peptide / Tsg101 binding; Potency, µM (series often up to 115 µM), for inactives: at the top dose activity change, negative = inhibition, most hits filed as inhibitors; 340,000 tested, under 10 active; AID 493005; active = well fitted inhibition curve with a large enough effect in the main read-out, with a control signal flat, not every such curve was filed as active; inconclusive = small, poorly fitted or top-dose-only effect, or effect the other way, or a change in a side signal; inactive = no such curve, though single readings can be large or run the other way; note: potency is the fitted concentration of half-maximal effect; % of control where 0% means no effect
#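 Steps: Tsg101 binding domain dispensed (10 uM final), compounds pinned in DMSO, FITC-labeled PTAP-motif peptide added (50 nM final); after 20 min binding at room temperature, polarization measured.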
# USP2a block = USP2a (human) protease inhibition | Potency, µM (top dose mostly 38.3 µM), for the others: top-dose activity change, negative = inhibition, most hits filed as inhibitors | USP2 core, Ub-CHOP2 coupled fluorogenic reporter, 485/531 | O75604 | hit rate 0.01% among 330,000 | AID 463254;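 note: potency is the fitted concentration of half-maximal effect; plate controls were DMSO wells for no effect and full inhibition by NEM control for full effect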
#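 Cell-free coupled assay: 10nM USP2 core preincubated 30min RT with compound in Tris-HCl pH 8.0/CaCl2/CHAPS buffer, then 25nM Ub-CHOP2 and 25nM reporter substrate; fluorescence (Ex 485/Em 531) read after 60min RT, normalized to NEM inhibition, concentration-response curves fitted.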
# Eya2 phos inh = blocks the phosphatase activity of human Eya2 | recombinant Eya2, OMFP fluorescence dephosphorylation (OMFP is methylfluorescein phosphate) | hit rate 0.006% among 330,000 | Potency, µM (top dose mostly 76.9 µM), for inactives: at the top dose activity, negative = inhibition, usual class: inhibitors | O00167; note: potency is the fitted concentration of half-maximal effect; % is set by controls: 0 for no effect and ±100 for the full control effect
#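 Eya2 (0.2 uM) preincubated 10 min at ambient with compound, then OMFP substrate added at 50 uM; 10 min reaction in 50 mM HEPES pH 7.5, 50 mM NaCl, 5 uM MgCl2, 0.05% BSA, 1 mM DTT. Fluorescence read at Ex 485/Em 525 nm.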
# uPA generation = blocks generation of uPA at the cell surface. cell surface uPA generation assay, qHTS. Potency, µM (top dose mostly 38.3 µM), inactives show at the highest dose activity change, negative = inhibition, actives largely listed as inhibitors. AID 540303. hit rate 0.31% among 330,000; active = well fitted inhibition curve with a large enough effect; inconclusive = small, poorly fitted or top-dose-only effect; inactive = no such curve, though single readings can be large or run the other way; tested in mouse RAW 264.7 cells; note: potency is the fitted concentration of half-maximal effect; % is set by controls: 0 for no effect and ±100 for the full control effect; nearly all actives have a fitted effect of over 55% in size
# Starred values were filed as active, the others as inactive; ? = inconclusive; . = no result given; [ ] = dose if it differs, or a comment. Unless noted, calls come from the whole dose curve; as a rule, active = well fitted curve in the direction sought with a large enough effect; inconclusive = small, poorly fitted or top-dose-only effect, or another doubt; inactive = no such curve, though single readings can be large; an effect the other way counts as inactive or inconclusive.
compound | a7 integrin act | uPA generation | p53 reactivation | TRPV1 ag | ELG1 genotoxic | PTAP TSG101 blk | BRCA1 expr up | Eya2 phos inh | S-ASM inh | B2AR arrestin | USP2a block
O=C1c2ccc3c4c(ccc(c24)C(=O)N1c1ccc2ccccc2c1)CC3 | 10% | -2% | 0% | . | 9% | -9% | -9% | -2% | 200%[activator] | 0.0% | 4%
CCOc1ccc2nc(NC(=O)CSc3ccc(Cl)cc3)sc2c1 | 3% | 3% | 8% | 4 | 25% | -1% | 31% | 6% | -14% | -1.3% | 1%
Nc1ccc(Cc2nc3c(ccc4ccccc43)[nH]2)cc1 | -22% | 6% | 2% | . | ? | -6% | 44% | -10% | 0% | -0.2% | -2%
Cc1ccc(SCC(=O)O/N=C(\N)c2cccc([N+](=O)[O-])c2)cc1 | -3% | 8% | 6% | -3 | 0% | -3% | 4% | 5% | -4% | 0.5% | 1%
Cc1cccc(C(=O)NC(=S)Nc2ccc(S(=O)(=O)N3CCCCC3)cc2)c1 | -35% | -8% | 1% | -2 | -9% | -3% | -49% | 1% | -6% | -0.3% | 5%
CCN(CC(=O)Nc1ccccc1C(F)(F)F)C(=O)CCc1nc2ccccc2c(=O)[nH]1 | -15% | -1% | 1% | -3 | 3% | -4% | 1% | 3% | -4% | -0.8% | 0%
O=C(CCc1ccccc1)n1nc(-c2ccccc2)nc1NCc1ccco1 | 9% | . | ? | 8 | 12% | -2% | 32% | 3% | -9% | -0.3% | 2%
COCC(C)NC(=S)NC(=O)c1cc(S(=O)(=O)N2CCOCC2)ccc1C (stereo not given) | -31% | 4% | -3% | 4 | -4% | -4% | 2% | -25% | -1% | -0.3% | 2%
O=C(CSc1nc2ccccc2c(=O)n1-c1ccc(F)cc1)Nc1ccc(N2CCOCC2)cc1 | -11% | 24% | -1% | -4 | 1% | -1% | -16% | 7% | -1% | -2.6% | 4%
CCOc1ccc(NC(=O)CCC(=O)NNC(=O)c2ccccc2Cl)cc1 | 15% | 8% | 3% | -2 | 3% | -5% | 0% | 0% | 5% | 0.0% | -1%
C[C@H](CO)N1C[C@H](C)[C@@H](CN(C)Cc2ccncc2)Oc2c(NC(=O)CCC(F)(F)F)cccc2C1=O | 12% | -6% | 0% | . | -1% | -3% | -13% | 5% | 0% | 0.0% | 5%
Cc1csc(NC(=O)C(NC(=O)c2ccccc2F)C(C)C)n1 (stereo not given) | -4% | 2% | 11% | 6 | 7% | -5% | -4% | -8% | -2% | 0.4% | -3%
COc1ccc(N2CCN(C(=O)/C(C#N)=C/c3ccccc3)CC2)cc1 | -10% | 10% | 28% | 1 | 4% | -6% | 15% | 7% | -1% | -0.5% | 0%
Cc1ccc(NC(=O)CCCNC(=O)c2ccc(Cl)cc2)c(Br)c1 | 10% | -5% | 24% | 18 | 0% | 0% | -2% | -2% | 4% | 0.0% | 5%
COc1ccc(C)cc1Nc1cc(C)nc2nc(C)nn12 | -18% | ? | -4% | -1 | 5% | -4% | -42% | 7% | -1% | 0.1% | 2%
COc1cc(CNc2nc(C)c([N+](=O)[O-])c(C)c2C#N)cc(OC)c1OC | -6% | -9% | -17% | 2 | 1% | 0% | -69% | 0% | -14% | -0.8% | 2%
Cn1ccnc1C(O)(c1ccccc1)c1ccccc1 | 1% | 0% | -2% | 7 | 0% | -6% | 3% | 17% | 4% | -1.1% | 1%
C=CCN(C(=O)CCC(=O)O)C1CC(=O)N(c2ccc(OCCC)cc2)C1=O (stereo not given) | -5% | 1% | -1% | 4 | 2% | -3% | 1% | -14% | -1% | -0.3% | 1%
O=C(COC(=O)/C=C/c1cccs1)Nc1ccc2ccccc2c1 | 0% | 7% | 16% | 8 | 0% | 0% | 8% | 2% | -8% | -0.8% | 2%
COc1ccc(NC(=S)N/N=C/c2ccc(F)c(F)c2)cc1 | 1% | -29% | 5% | 0 | 8% | -4% | 0% | 3% | -8% | ? | 0%
COc1ccc(Nc2cc(C)nc3ncnn23)cc1 | 10% | -2% | . | . | . | 0% | -17% | . | 1% | . | .
O=C1C(=O)N(Cc2ccccc2)C(=O)N1CCN1C(=O)c2ccccc2C1=O | -20% | -9% | 2% | 4 | 0% | -3% | 3% | -3% | 3% | 0.5% | -1%
CCOC(=O)c1c(C)[nH]c(C(=O)OCC(=O)N(CC(C)C)C2CCS(=O)(=O)C2)c1C (stereo not given) | -13% | 10% | -6% | -4 | 0% | -3% | -13% | 0% | -1% | 0.2% | 0%
Cc1cc(C(=O)CSc2nc(N)cc(=O)[nH]2)c(C)n1-c1ccc(OC(F)F)cc1 | -52%[inhibitor] | -3% | -3% | 3 | 0% | -1% | -57% | -4% | -4% | 0.1% | 3%
CC(=O)c1ccc(OCC(O)CN2C(C)CCCC2C)cc1 (stereo not given) | -6% | 5% | 1% | . | 0% | -7% | -9% | -3% | 0% | 0.4% | 1%
Cc1csc(NC(=O)c2ccccc2[N+](=O)[O-])n1 | 9% | -1% | 26% | 1 | 4% | -2% | 0% | 2% | -1% | -0.2% | 6%
Cc1ccc(S(=O)(=O)c2nc(S(C)(=O)=O)sc2N2CCC3(CC2)OCCO3)cc1 | -20% | -20% | 1% | 2 | -8% | -3% | -31% | 2% | 1% | -0.2% | 3%
CSc1ccc(C(=O)C2CCCN(Cc3cccc4nccnc34)C2)cc1 (stereo not given) | -12% | 0% | -3% | 7 | -12% | -3% | -12% | 16% | 3% | -0.2% | 0%
COc1ccccc1NS(=O)(=O)c1cc(Cl)ccc1OC | 19% | -1% | -3% | 3 | 0% | -2% | 1% | 4% | -4% | -0.2% | 0%
COc1ccc(S(=O)(=O)Nc2ccc(-c3ccc4nnc(C)n4n3)cc2)c(OC)c1 | ? | 1% | -18% | 0 | ? | -4% | -81% | -6% | -5% | -1.1% | 0%
Cc1cccc(C(=O)Nc2ccc(C(=O)/C=C/c3cccs3)cc2)c1 | -43% | -2% | ? | 9 | 3% | -5% | 84% | 16% | -7% | 0.2% | 5%
CN1N=C(C(C)(C)C)CSC1=Nc1ccc(F)cc1 | 27% | 3% | 1% | 1 | -1% | -1% | -7% | -3% | -2% | -0.2% | -3%
Cc1ccc(OC(=O)C2CSC3(C)CCC(=O)N23)c(Br)c1 (stereo not given) | 0% | -3% | -1% | 4 | -4% | -4% | 5% | -36% | -3% | -0.3% | -7%
NNc1nnc2c3cc(F)ccc3n(Cc3ccccc3)c2n1 | -43%[inhibitor] | -3% | 7% | 3 | -11% | -4% | -24% | 15% | -5% | -0.8% | 1%
COc1ccc(CNC(=O)C2CCCN(C(=O)Nc3ccccc3OC)C2)cc1 (stereo not given) | 35% | 7% | 1% | -2 | 4% | -2% | -18% | 2% | -1% | -0.9% | 1%
COc1ccc(CC(=O)Nc2ccc(-c3nnc(-c4ccc(C)cc4)o3)cc2)cc1 | -61%[inhibitor] | -1% | 10% | 2 | ? | -1% | -70%[inhibitor] | 7% | 2% | -0.2% | 2%
COc1ccc(C(C(=O)NCc2ccc(F)cc2)N(Cc2cccnc2)C(=O)c2snc(C(N)=O)c2N)cc1 (stereo not given) | -17% | -3% | -2% | 12 | -17% | -4% | -22% | -19% | 132%[activator] | -0.2% | 0%
CCc1nn(C(C)C(=O)N2CCN(c3ccc(OC)cc3)CC2)c(=O)c2cc3occc3n12 (stereo not given) | -18% | ? | -4% | -2 | -5% | -3% | -28% | -4% | -3% | -1.0% | 1%
Cc1cccc(NC(=O)C2CC(=O)n3ncnc3N2)c1 (stereo not given) | -1% | 2% | 3% | -1 | 2% | -2% | 0% | 8% | 3% | -0.9% | 1%
COc1cccc(NC(=O)CN(C)C(=O)CNC(=O)c2ccc(Oc3ccccc3)cc2)c1 | 3% | 0% | ? | ? | 6% | -11% | 37% | ? | -8% | -0.3% | 1%
CCCCN(C(=S)Nc1cccc(C)c1C)c1c(N)n(CCC)c(=O)[nH]c1=O | ? | 2% | 5% | 2 | 7% | 0% | 0% | 4% | 0% | 0.0% | 1%
CCOc1ccc(CN(C)CC(=O)Nc2ccccc2C(=O)NC2CC2)cc1 | -2% | 10% | -11% | 18 | -5% | -4% | -13% | 18% | . | -0.5% | 1%
O=C(Nc1ccccc1)c1ccc(=O)[nH]n1 | -4% | 7% | 4% | -4 | 5% | -1% | 10% | 1% | 0% | -1.2% | 0%
Cc1cc(C)cc(NC(=O)C2C3C=CC4(O3)C2C(=O)N(CCCN(C)C)C4C(=O)NC2CCCC(C)C2C)c1 (stereo not given) | -19% | 6% | -3% | -1 | -4% | 0% | -7% | 4% | 3% | -0.3% | 2%

# Screening results: PubChem, National Center for Advancing Translational Sciences (NCATS)
